CD11b adhes enh: CD11b/CD18-fibrinogen binding enhancement. P05107+P11215. K562 CD11b/CD18 adhesion to fibrinogen, ATPlite luminescence. activation, % at 10 µM. 0.07% of 93,000 active. AID 1499;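 active = 10 µM primary screen giving 50% or more activity, confirmed by 40% or more on retest at that dose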; note: strong numbers were not always called active
ERa SRC1 pot: enhances coactivator binding to human estrogen receptor alpha | coactivator binding (% of control), % at 25.6 µM | TR-FRET ERalpha-LBD/SRC-Cy5 coactivator binding, 2 h; 100 = basal binding, no effect | 1.3% of 86,000 active | P03372; in the data active = activity above about 200%;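 note: binding measured in presence of low estradiol as agonist stimulus; 0% = peptide alone without receptor and 100% = receptor with peptide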
Mac1 fbg inh: blocks human CD11b/CD18 adhesion to fibrinogen; 0.54% of 93,000 active; K562 CD11b/CD18 adhesion to fibrinogen, ATPlite luminescence; Mn2+ added to activate the integrin; P05107+P11215; inhibition, % at 10 µM; AID 1497;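 active = primary inhibition of 50% or more at 10 µM, then 40% or more on retest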; note: some results filed as inactive read as strong as hits
Plk1 PBD FP: blocks phosphopeptide binding to human Plk1 polo box domain; P53350; Plk1 PBD phosphopeptide binding, fluorescence polarization; inhibition, %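 (tested at about 20 µM)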; 0.13% of 97,000 active; AID 693; in the data active = inhibition above about 34%, passing the limit was not always enough
ERb SRC1 inh: blocks coactivator binding to human estrogen receptor beta; Q92731; TR-FRET ER-beta LBD / SRC1-Cy5 peptide binding; receptor agonist-loaded with 1 µM estradiol; inhibition, % at 25.6 µM; 1.3% of 86,000 active; AID 633;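 active = compounds whose percent inhibition of the receptor-coactivator binding signal exceeds about 50% in the single-dose screen, limit read from the data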;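 note: 0% = receptor plus peptide wells without compound and 100% = peptide-only wells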
Rev-RRE block: HIV Rev-RRE protein-RNA interaction inhibition. 0.79% of 97,000 active. Rev peptide-RRE RNA binding, FRET. inhibition, % at 8 µM. P05866;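 active = inhibition above the screen-wide mean plus 3 SD, cut at about 35% in these data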;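 note: 0% = median DMSO wells and 100% = median Neomycin B control wells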
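Assay system: labelled RRE RNA duplex and labelled Rev peptide / Medium: HEPES pH 7.5 salt buffer with EDTA / Reagent: labelled Rev peptide / Schedule: 5 + 15 min at 25 °C / Signal: FRET, excitation 480 nm, emission 540 nm donor and 671 nm acceptor / Benchmarks: DMSO and neomycin B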
ERa SRC1 inh: ER-alpha (human) coactivator binding inhibition; P03372; inhibition, % at 25.6 µM; TR-FRET ER-alpha LBD / SRC-1 peptide, estradiol-bound; 1.7% of 86,000 active; AID 629; in the data active = inhibition above about 50%;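 note: 0% = receptor plus peptide control and 100% = peptide only without receptor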
PLK1 inh: inhibitors of human PLK1 kinase; P53350; recombinant PLK1 kinase, TR-FRET peptide phosphorylation; inhibition, % at 10 µM; 0.53% of 97,000 active; AID 619;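 active = inhibition of 50% or more in the single-concentration screen; inactive = inhibition below 50%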;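 note: 0% = DMSO max control and 100% = H-89 dihydrochloride min control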
FAK inh: inhibitors of human focal adhesion kinase; Q05397; 0.84% of 97,000 active; inhibition, %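 (tested at 7 µM)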; biochemical FAK kinase activity assay; AID 727; in the data active = inhibition above about 19%;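 note: 0% = DMSO and 100% = reference compound high control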
Target sequence (Q05397 whole entry, looked up): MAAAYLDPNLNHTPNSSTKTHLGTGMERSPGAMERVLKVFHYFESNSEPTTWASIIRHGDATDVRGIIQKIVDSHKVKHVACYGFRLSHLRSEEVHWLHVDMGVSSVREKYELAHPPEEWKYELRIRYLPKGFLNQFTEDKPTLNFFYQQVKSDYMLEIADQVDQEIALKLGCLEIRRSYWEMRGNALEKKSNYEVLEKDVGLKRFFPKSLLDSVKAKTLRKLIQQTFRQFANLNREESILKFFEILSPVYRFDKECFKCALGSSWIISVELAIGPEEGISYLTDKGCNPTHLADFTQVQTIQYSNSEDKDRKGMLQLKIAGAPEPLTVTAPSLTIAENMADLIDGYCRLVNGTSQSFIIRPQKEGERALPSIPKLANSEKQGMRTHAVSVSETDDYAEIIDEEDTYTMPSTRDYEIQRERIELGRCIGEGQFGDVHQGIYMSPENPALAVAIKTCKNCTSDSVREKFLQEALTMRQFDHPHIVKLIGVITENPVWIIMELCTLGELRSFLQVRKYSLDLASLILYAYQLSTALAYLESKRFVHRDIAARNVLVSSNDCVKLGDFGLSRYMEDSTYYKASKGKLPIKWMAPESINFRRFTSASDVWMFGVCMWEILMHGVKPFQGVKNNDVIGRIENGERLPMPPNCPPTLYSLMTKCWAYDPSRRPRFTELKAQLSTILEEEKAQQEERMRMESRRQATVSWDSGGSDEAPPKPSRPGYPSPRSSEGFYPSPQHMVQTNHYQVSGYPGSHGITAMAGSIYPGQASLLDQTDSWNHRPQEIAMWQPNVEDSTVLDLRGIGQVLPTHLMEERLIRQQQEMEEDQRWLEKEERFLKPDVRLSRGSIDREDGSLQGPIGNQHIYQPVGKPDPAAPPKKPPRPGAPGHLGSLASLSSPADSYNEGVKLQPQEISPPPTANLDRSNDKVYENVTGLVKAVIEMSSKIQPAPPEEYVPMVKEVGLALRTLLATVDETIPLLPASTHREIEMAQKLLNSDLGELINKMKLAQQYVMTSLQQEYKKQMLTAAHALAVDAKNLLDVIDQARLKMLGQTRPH
* hit, by the source's call; . = no result given; [ ] = dose if it differs, or a comment.

[1] CCOc1ccc(-n2c(Cc3cc(=O)[nH]c(=O)[nH]3)nnc2SCc2cccnc2)cc1
[2] NS(=O)(=O)c1ccc(Nc2nc(-c3ccccc3)cs2)cc1
[3] O=C(Cn1c(=O)oc2cc(S(=O)(=O)N3CCCCCC3)ccc21)NC1CCCCCCC1
[4] Cc1occc1-c1nnc(SCC(=O)NCC2CCCO2)n1C (stereo not drawn)
[5] CCOc1ccc(N(CC(=O)OC)S(=O)(=O)c2ccc(OC)c(OC)c2)cc1
[6] CC(C)(C)C1CCC(OCC(O)CN2CCN(c3ccccc3)CC2)CC1 (stereo not drawn)
[7] CCOC(=O)c1c(C)sc2c1N(C(=O)CN1CCOCC1)c1cc(Cl)ccc1S2
[8] COCCCNC(=O)Cn1ncc2c(=O)oc3ccccc3c21

compound no. | 1 | 2 | 3 | 4 | 5 | 6 | 7 | 8
CD11b adhes enh | -2 | -4 | 6 | 2 | -2 | 8 | -5 | 1
ERa SRC1 pot | 109 | . | 202* | 102 | 100 | 108 | 96 | .
Mac1 fbg inh | 4 | -20 | -1 | -10 | -3 | -11 | 5 | -1
Plk1 PBD FP | 5 | -6 | 23 | 13 | -9 | 14 | -6 | -7
ERb SRC1 inh | -9[fluorescence artefact?] | . | 24 | 1 | 0 | 1 | -13 | .
Rev-RRE block | 4 | 10 | 11 | 5 | -2 | -7 | 0 | 7
ERa SRC1 inh | -6 | . | 36 | -5 | -4 | -2 | 1 | .
PLK1 inh | -11 | 5 | 12 | 0 | 1 | -2 | -24 | 14
FAK inh | 0 | 0 | 22* | 1 | -11 | -8 | 3 | 2

[9] CCCn1nnc(NC(=O)COc2ccc(Cl)cc2)n1
[10] COc1ccc(-c2noc(CCC(=O)N3CCC(C)CC3)n2)cc1
[11] CC(=O)Nc1cnn(Cc2ccc(Br)cc2)c1
[12] CSCCC(NS(=O)(=O)c1ccc2ccccc2c1)C(=O)O (stereo not drawn)
[13] Cc1ccc(NC2c3ccccc3C(=O)N2CCN2CCOCC2)cc1 (stereo not drawn)
[14] Cc1ccnc(N2CCC(C(=O)NNC(=O)c3ccccc3C)CC2)n1
[15] CCOC(=O)Nc1cc(C(=O)OC)cc(C(=O)OC)c1
[16] CC(C)NC(=O)c1c2c(nc3ccccc13)CCCC2

compound no. | 9 | 10 | 11 | 12 | 13 | 14 | 15 | 16
CD11b adhes enh | -3 | 2 | -1 | -2 | -2 | . | -1 | .
ERa SRC1 pot | 96 | 95 | 130 | . | 99 | . | 118[fluorescence artefact?] | 98
Mac1 fbg inh | -4 | 2 | -8 | -14 | -8 | . | 11 | .
Plk1 PBD FP | -12 | -2 | 25 | -6 | 11 | -10 | -1 | -4
ERb SRC1 inh | 31 | -10 | -4 | . | -9 | . | 6 | -2
Rev-RRE block | 1 | 7 | 2 | 4 | 9 | 1 | 8 | 3
ERa SRC1 inh | 4 | 7 | -9 | . | 1 | . | -4 | -22
PLK1 inh | 7 | 9 | -3 | -1 | 23 | -6 | -3 | -16
FAK inh | 2 | -1 | 0 | 0 | -1 | 0 | -10 | -1

[17] Cc1ccc(-n2nc3c(c2NC(=O)c2ccc(Br)o2)CSC3)c(C)c1
[18] CCC(C)(C)n1nnnc1C(c1ccccn1)N1CCOCC1 (stereo not drawn)
[19] Cc1noc(/C=C/N(C)C)c1S(=O)(=O)N1CCCC(C(=O)NCc2ccco2)C1 (stereo not drawn)
[20] COc1cc(/C=N/NC(=O)c2cccc([N+](=O)[O-])c2)ccc1OCc1ccc(C)cc1
[21] COc1cc(C)ccc1OCCOc1c(C)cccc1Cl
[22] Cc1ccc(NC2=CC(=O)CC(C)(C)C2)cc1C
[23] CCOC(=O)Nc1sc(C)nc1-c1ccccc1
[24] CCCCC(=O)Nc1cccc(-c2nnc(-c3ccccc3)o2)c1

compound no. | 17 | 18 | 19 | 20 | 21 | 22 | 23 | 24
CD11b adhes enh | 77 | -5 | -2 | . | -2 | -2 | 1 | 4
ERa SRC1 pot | 195 | 93 | 113 | . | . | 107 | 95[fluorescence artefact?] | 108
Mac1 fbg inh | -34 | -14 | 15 | . | 12 | -2 | -2 | -2
Plk1 PBD FP | 11 | -16 | 5 | -6 | -8 | -23 | -5 | -20
ERb SRC1 inh | 44 | 6 | 2 | . | . | 5 | -3 | 2[fluorescence artefact?]
Rev-RRE block | 0 | 5 | 0 | -5 | 13 | 2 | -1 | 11
ERa SRC1 inh | 33 | 11 | 5 | . | . | -1 | -3 | 25
PLK1 inh | -1 | -3 | -18 | -7 | -1 | -31 | -13 | -8
FAK inh | -7 | 3 | -1 | 4 | -5 | 1 | -7 | -1

[25] CCN(CC)CCn1nc(C)nc1-c1ccccc1O
[26] COc1ccc(NC(=O)/C(Cl)=C(/Cl)S(=O)(=O)Cc2ccccc2)cn1
[27] C=CCNC(=O)C(C)Sc1ccc(Cl)cc1 (stereo not drawn)
[28] COc1ccc(C(=O)NC(=O)N2CCCCC2)cc1
[29] CCN(N=Nc1cccc([N+](=O)[O-])c1)c1cccc([N+](=O)[O-])c1
[30] CCC(Oc1ccccc1)C(=O)Nc1cc(C)on1 (stereo not drawn)
[31] COc1ccc(N2C(=O)c3ccccc3NC23CCC(C)CC3)cc1 (stereo not drawn)
[32] O=S(=O)(c1ccc(C2CCCCC2)cc1)N1CCCC1

compound no. | 25 | 26 | 27 | 28 | 29 | 30 | 31 | 32
CD11b adhes enh | -5 | -1 | 3 | -2 | 0 | -2 | -4 | -5
ERa SRC1 pot | 131 | 108 | 102 | 124 | 99 | . | . | 90
Mac1 fbg inh | 5 | 7 | -6 | -19 | -11 | -13 | 6 | -6
Plk1 PBD FP | 6 | 4 | -29 | -8 | 26 | 12 | -16 | 2
ERb SRC1 inh | -5 | -7 | -19 | -6 | 5 | . | . | 1
Rev-RRE block | 6 | 2 | 5 | 2 | 9 | 6 | 7 | 13
ERa SRC1 inh | -6 | -5 | -21 | -6 | -6 | . | . | -4
PLK1 inh | -5 | 1 | -7 | -11 | -8 | -10 | -12 | -10
FAK inh | -2 | 2 | 1 | 3 | 2 | 7 | 1 | 3

[33] CCC(=O)N1c2ccc(C)cc2C2=NNC(=S)NC21O (stereo not drawn)
[34] Cc1cc(C)c(C)c(S(=O)(=O)Nc2ccccc2C(=O)NCCCn2ccnc2)c1C
[35] COc1cc(OC)cc(C(=O)Nc2ncc3c(n2)CC(C)(C)CC3=O)c1
[36] COc1ccc(C(=O)Cn2nnc(-c3ccccc3NC(=O)C3CC3)n2)cc1
[37] O=C(NCCCNC(=O)C(F)(F)C(F)F)C(F)(F)C(F)F
[38] CCn1c(SCC(=O)N2CCc3ccccc32)nnc1-c1c[nH]c2ccccc12
[39] COC(=O)c1oc2ccc(Br)cc2c1NC(=O)CN1CCN(C)CC1
[40] COc1cccc(NC(=O)c2ccccc2-c2nc(-c3ccccc3)no2)c1

compound no. | 33 | 34 | 35 | 36 | 37 | 38 | 39 | 40
CD11b adhes enh | -2 | -6 | -5 | -5 | -3 | 1 | . | 0
ERa SRC1 pot | . | 88 | 115 | 90 | 113 | 112 | 97 | 116
Mac1 fbg inh | 9 | 14 | -14 | -9 | 6 | -30 | . | -7
Plk1 PBD FP | -18 | . | -7 | 4 | 2 | -10 | -7 | 16
ERb SRC1 inh | . | 2[fluorescence artefact?] | 10[fluorescence artefact?] | -1 | -5 | 2 | 50 | 3[fluorescence artefact?]
Rev-RRE block | -8 | . | 8 | 12 | 9 | 13 | -1 | 18
ERa SRC1 inh | . | 4 | 9 | 12 | -11 | 16[fluorescence artefact?] | 1 | 1[fluorescence artefact?]
PLK1 inh | -5 | . | -9 | -14 | -6 | -4 | -11 | -1
FAK inh | -2 | . | -2 | 0 | 2 | -4 | -2 | 0

[41] COc1ccccc1-c1nc(-c2cccc(C)c2)no1
[42] Cn1c(CCNC(=O)c2ccccc2)nc2ccccc21
[43] CN1CCN(Cc2cccc(Oc3ccccc3)c2)CC1
[44] COc1ccc(CN2C(=O)CN=C2Nc2cccc(C)c2C)cc1
[45] C=CCNC(=S)N1CCC(C(=O)c2ccc(OC)cc2)CC1
[46] CCCOC(=O)C1=C(C)NC2=C(C(=O)CCC2)C1c1cccs1 (stereo not drawn)
[47] COCc1[nH]nc2c1C(c1cc(OC)c(O)c(OC)c1)C(C#N)=C(N)O2 (stereo not drawn)
[48] CN(C)CCOc1ccccc1C(C)(C)C

compound no. | 41 | 42 | 43 | 44 | 45 | 46 | 47 | 48
CD11b adhes enh | 6 | . | -2 | 1 | . | 0 | 4 | 6
ERa SRC1 pot | 85 | . | 97 | 141 | . | 104 | 103 | 95
Mac1 fbg inh | 10 | . | 0 | -21 | . | -2 | 81 | -7
Plk1 PBD FP | -8 | -13 | -16 | -3 | -18 | -20 | . | -9
ERb SRC1 inh | 8[fluorescence artefact?] | . | 1 | 1[fluorescence artefact?] | . | -17 | -1[fluorescence artefact?] | -4
Rev-RRE block | 13 | 5 | -7 | 5 | 3 | 1 | . | 6
ERa SRC1 inh | 23[fluorescence artefact?] | . | 0 | 7[fluorescence artefact?] | . | 0 | -3[fluorescence artefact?] | -6
PLK1 inh | -8 | -3 | -3 | 11 | -2 | -15 | . | 1
FAK inh | -3 | -1 | -2 | -3 | 11 | 13 | . | 0

[49] COCCCNC(=O)c1c(-c2ccccc2)noc1C
[50] Cc1cc(N2CCN(S(=O)(=O)c3ccc(C)c(C)c3)CC2)c2ccccc2n1
[51] O=C(CNCC1CCCO1)N1CCCc2ccccc21 (stereo not drawn)
[52] Cc1sc2nc(C)n(/N=C/c3ccccc3)c(=O)c2c1C
[53] O=C(CSc1nnc(CN2CCOCC2)n1-c1ccccc1)Nc1ccc(Cl)cc1
[54] COCCOC(=O)C1=C(C)NC(=O)NC1c1ccc(OC(=O)c2ccco2)c(OC)c1 (stereo not drawn)
[55] CCc1ccc(OCC(=O)NC(NC(=S)Nc2ccc(C)cc2C)C(Cl)(Cl)Cl)cc1 (stereo not drawn)
[56] O=C(NCc1ccc2c(c1)OCO2)c1cc(-n2cnnc2)ccc1Cl

compound no. | 49 | 50 | 51 | 52 | 53 | 54 | 55 | 56
CD11b adhes enh | -6 | 4 | 19 | -5 | . | -3 | 50* | -8
ERa SRC1 pot | 97 | 57 | 117[fluorescence artefact?] | 111 | 111 | 127 | . | 106
Mac1 fbg inh | -8 | 41 | -2 | 73 | . | -12 | -4 | -33
Plk1 PBD FP | -10 | -12 | 7 | 5 | 1 | 7 | 0 | -6
ERb SRC1 inh | -1 | 4 | 1[fluorescence artefact?] | 8 | -2 | 4 | . | -1
Rev-RRE block | 8 | 17 | 7 | 6 | 13 | 1 | 1 | 9
ERa SRC1 inh | 5 | 16[fluorescence artefact?] | 3[fluorescence artefact?] | -5 | -11 | 1 | . | -3
PLK1 inh | -9 | -7 | 0 | -4 | -8 | -11 | -9 | -2
FAK inh | 8 | 3 | 1 | 0 | -1 | 2 | -4 | -3

[57] Cc1ccc(C(=O)NC2CCCCCC2)o1
[58] Cc1c(C(=O)Nc2ccc(OCc3ccccc3)cc2)cccc1[N+](=O)[O-]
[59] O=C(CCC1CCCC1)N1CCC(N2CCN(c3ccccc3)CC2)CC1
[60] O=C(CSc1nc2ccncc2[nH]1)Nc1ccccc1C(F)(F)F

compound no. | 57 | 58 | 59 | 60
CD11b adhes enh | 0 | -4 | -1 | -7
ERa SRC1 pot | 135[fluorescence artefact?] | . | 120 | 86
Mac1 fbg inh | -11 | 18 | -13 | 4
Plk1 PBD FP | -3 | 1 | -23 | .
ERb SRC1 inh | -6 | . | 0[fluorescence artefact?] | 8
Rev-RRE block | 9 | 10 | 4 | .
ERa SRC1 inh | -3 | . | 5[fluorescence artefact?] | 9
PLK1 inh | -10 | -8 | -7 | .
FAK inh | 0 | 2 | 1 | .

Screening data deposited in PubChem by several laboratories.
